Screens from PubChem BioAssay.
mec2-1 = NCI yeast anticancer drug screen, S. cerevisiae mec2-1 strain | growth inhibition, % at 50 µM | hit rate 9% among 79,000 | AID 157;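 further: 0% = growth of vehicle-only cultures of the same strain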
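mec2-1 yeast strain, carrying an alteration in DNA damage repair or cell cycle control, was exposed to compounds; growth inhibition was measured relative to vehicle-treated controls.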
sgs1 mgt1 = NCI yeast anticancer drug screen, S. cerevisiae sgs1 mgt1 strain; AID 161; hit rate 10% among 78,000; % growth inhibition at 50 µM;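 further: 0% = growth of vehicle-only cultures of the same strain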
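Mutant yeast exposed to compound; growth scored against vehicle-only wells.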
rad50 = NCI yeast anticancer drug screen, S. cerevisiae rad50 strain | hit rate 10% among 79,000 | AID 155 | % growth inhibition at 50 µM;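 further: 0% = growth of vehicle-only cultures of the same strain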
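Relative growth inhibition (compound vs vehicle) was measured in yeast with a defined repair-gene alteration.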
mlh1 rad18 = NCI yeast anticancer drug screen, S. cerevisiae mlh1 rad18 strain; % growth inhibition at 50 µM; hit rate 11% among 79,000;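 further: 0% = growth of vehicle-only cultures of the same strain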
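Read-out is yeast growth inhibition, calculated against vehicle-only controls. The compound was applied to a strain engineered with DNA damage repair alterations.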
bub3 = NCI yeast anticancer drug screen, S. cerevisiae bub3 mutant strain | % growth inhibition at 50 µM | hit rate 9.9% among 78,000;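 further: 0% = growth of vehicle-only cultures of the same strain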
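Screening used yeast with an engineered genetic alteration affecting cell cycle control. Compound-exposed cultures were compared with vehicle cultures, and reduced growth was taken as inhibition.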
yeast cln2 rad14 = NCI yeast anticancer drug screen, S. cerevisiae cln2 rad14 strain. hit rate 8.3% among 78,000. growth inhibition, % at 50 µM. AID 165;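 further: 0% = growth of vehicle-only cultures of the same strain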
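Strain: cln2 rad14 yeast, altered in cell cycle control and DNA damage repair. Read-out: growth inhibition vs vehicle.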
Active calls of the source: *. No stated cut-off is given here; in the data, active means growth inhibition above about 70%; inactive means the rest.

mol	mec2-1	sgs1 mgt1	rad50	mlh1 rad18	bub3	yeast cln2 rad14
COC(=O)C1CC(=O)N(CCCl)C1 (stereo not drawn)	6	-24	-6	-11	12	-18
CCC/C(=N\NC(=S)N1CCCCCC1)c1ccccn1	94*	91*	90*	90*	91*	92*
Clc1ncc(-c2ccccc2)nc1Cl	11	1	50	15	2	1
O=C1CC(c2ccccc2)NN1 (stereo not drawn)	90*	70	91*	86*	88*	88*
Clc1ccc2nc(/C=C/c3ccccc3)ccc2c1	-4	-9	-11	-16	7	3
CN(C)NC1OC(C(O)S(=O)(=O)O)C(OCc2ccccc2)C(OCc2ccccc2)C1O (stereo not drawn)	-23	-3	-5	-11	2	7
COc1cc(C(=O)NC(=S)NCc2ccncc2)cc(OC)c1OC	5	-5	10	20	34	-11
Cc1nn(C(=O)Cc2ccccc2)c2c1C(c1ccccc1[N+](=O)[O-])SC(N)=N2 (stereo not drawn)	0	8	13	21	29	5
NNC(=O)c1ccc2ccccc2c1O	15	17	17	49	22	0
CCOC(=O)C1(N)CCCCC1	0	11	10	12	13	-10
CCOc1ccc(NC(=O)C(=O)CC(=O)c2sc(NNC(C)=O)nc2C)cc1	3	18	-21	-8	5	14
Cc1ccc(C(=O)NC(C)(C)C)cc1N=NN(C)C	-27	-15	-18	-32	-15	-8
CCCCN1CSC(=S)N(CCCC)C1	45	59	39	37	51	-10
CCCCCCCCCCCC(=O)OCCN(CC)CC	99*	66	96*	98*	93*	98*
S=C(NCCc1ccccn1)N/N=C/c1ccccn1	85*	88*	76*	92*	90*	90*
CC(=O)Nc1cc2ccccc2c(Br)n1	7	-5	-15	-6	-10	-13
Cc1ccc(S(=O)(=O)NC(=O)c2cnc(N(C)C)s2)cc1	24	26	3	33	32	22
Cc1ccc2occ(-c3nnc(NC(=O)c4ccccc4)s3)c(=O)c2c1	-10	-12	-36	-23	-7	-27
CCN(CC)C1Oc2cc3c(cc2C(c2cccc(OC)c2O)C1C)OCO3 (stereo not drawn)	0	23	21	-1	15	22
CSc1nnc(C2CCC(=O)N2Cc2ccccc2)o1 (stereo not drawn)	-29	-7	-19	-15	-8	-34
NC(N)=NC(N)=Nc1cc(Cl)c(Cl)cc1Cl	99*	99*	98*	99*	99*	99*
CN(C)S(=O)(=O)c1ccc(CC(O)(c2ccccc2)c2ccccc2)cc1	12	-1	8	10	-2	20
CC(C)(C)c1cc(C(C)(C)O)c2c(c1)C(C)(C)OS2(C)Cl (stereo not drawn)	8	1	-4	-5	-32	17
O=CNCC1(c2ccccc2)CCNCC1	-3	8	2	-5	4	-2
COc1ccc(C=Nc2ccc3c(c2)OCO3)cc1Br	17	12	17	19	9	15
CCO/N=C(/N)c1ncn(Cc2ccccc2)c1NCC(OCC)OCC	1	-4	-26	-17	-1	22
CC(Cl)C(=O)Nc1cc2ccccc2oc1=O (stereo not drawn)	6	9	11	-11	2	0
O=C1CSc2ncccc2N1c1ccc([N+](=O)[O-])cn1	8	-5	-6	-19	11	-2
O=C(CCc1ccccc1CO)NCCc1ccccc1	21	-18	52	4	-34	8
C#CC1(c2ccccc2)OCCO1	17	16	22	27	-13	5
NC(=O)C1(c2ccccc2)Nc2ccccc2S1 (stereo not drawn)	-8	-25	-11	-23	-19	-5
Cc1cn(C2CC(O)C(CO)O2)c(=O)nc1N1CCCC1 (stereo not drawn)	-7	-13	-4	1	0	-9
O=C(Nc1ccc(C(F)(F)F)cc1[N+](=O)[O-])C(=O)C1NC(=S)NC1=O (stereo not drawn)	12	25	31	28	7	25
Cn1c(=O)c2[nH]c(CCCC(=O)O)nc2n(C)c1=O	-12	6	-10	4	13	-15
O=C(c1ccccc1)N1C(=S)N(c2ccc([N+](=O)[O-])cc2)C(=Nc2ccccc2)C1=Nc1ccccc1	-27	-30	-8	-13	-6	-25
N#C/C(=C\c1c(Cl)cccc1Cl)c1nc(-c2ccc(Cl)cc2)cs1	-41	-26	-32	-33	-17	-24
O=C(CO)c1ccc([N+](=O)[O-])cc1	34	2	17	40	13	8
CC(C)(C)OC(=O)NC(Cc1ccc(OC(C)(C)C)cc1)C(=O)N[C@H]1CC[C@H](C(=O)O)C1 (stereo partly drawn)	-1	-8	-7	10	11	-8
Cc1cc(=O)[nH]c(=S)n1-c1nc2ccccc2o1	8	-1	-11	13	-28	-10
Cc1ccc(Nc2ccc(O)cc2)cc1	-2	30	40	26	-11	-8
COc1ccc2[nH]c(C(F)(F)F)cc(=O)c2c1	12	5	9	15	5	-8
Cc1ccnc(SCC(=O)O)n1	-2	5	-4	5	11	13
O=S1(=O)c2ccccc2C(Br)C1Br (stereo not drawn)	100*	58	99*	99*	100*	99*
N#CC(NC12CC3CC(CC(C3)C1)C2)c1ccccc1C(F)(F)F (stereo not drawn)	7	-31	-19	-13	-30	10
Fc1ccccc1Br	-12	5	0	0	0	11
Cn1c(=O)cc2c3c(ccc(C(=O)O)c31)C(=O)c1ccccc1-2	36	45	80*	52	62	16
Cc1cccc2nc(-c3ccccn3)n(CCc3ccccn3)c12	5	2	-5	17	-8	-18
C(=Nc1ccc2ccccc2c1)c1cccs1	-3	13	2	-1	5	-12
CC(=O)Nc1ccc(S(=O)(=O)/C(=C\c2ccc(Cl)o2)c2ccc([N+](=O)[O-])o2)cc1	57	93*	90*	93*	61	58
O=C(O)COc1cccc(O)c1	-24	-40	-26	-20	-28	-13
CC/C(=N/NC(=O)NN)c1ccc(Cl)cc1	14	-1	-2	18	23	-2
CC(C)CC(O)CC(C)C	-25	-1	1	20	-15	28
COCCOC(=O)c1ccc(C)cc1	18	11	10	8	12	15
CC(=O)NC1CC(O)OC(C)C1O (stereo not drawn)	-8	-6	6	-11	-3	-26
Cc1ccc(S(=O)(=O)OC(C=O)C(O)C(O)COC(c2ccccc2)(c2ccccc2)c2ccccc2)cc1 (stereo not drawn)	84*	86*	88*	85*	88*	85*
CCOP(=O)(OCC)C(C(=O)OC)C(=O)C(=O)Nc1ccc(Cl)cc1Cl (stereo not drawn)	6	-23	13	10	1	-29
CCOC(=O)Oc1cc2c(c(OC)c1OC)-c1ccc(OC)c(=O)cc1C(NC(C)=O)CC2 (stereo not drawn)	-30	24	29	-2	7	7
N/C=N/O	4	17	20	23	19	18
CCN(CC)CC(O)C=O (stereo not drawn)	-7	-4	11	7	-10	4
O=S(=O)(O)C(C(I)I)S(=O)(=O)O	-20	-3	0	-8	-7	-35

3 entries already listed, sorted by molar mass, falling:
mol	mec2-1	sgs1 mgt1	rad50	mlh1 rad18	bub3	yeast cln2 rad14
N#C/C(=C\c1c(Cl)cccc1Cl)c1nc(-c2ccc(Cl)cc2)cs1	-41	-26	-32	-33	-17	-24
COc1ccc2[nH]c(C(F)(F)F)cc(=O)c2c1	12	5	9	15	5	-8
Cc1ccc(Nc2ccc(O)cc2)cc1	-2	30	40	26	-11	-8

Additional compounds:
mol	mec2-1	sgs1 mgt1	rad50	mlh1 rad18	bub3	yeast cln2 rad14
CC1(C)C=CC=C(C(=O)O)C=C1	-24	-34	-23	-15	-14	-21
Nc1nc2c(ncn2-c2ccccc2F)c(=O)[nH]1	-1	-14	-4	1	7	-76
C=C1C(=O)OCC2C(C(=O)O)=CC3C(C)C(C)=CC123 (stereo not drawn)	-9	5	-1	-12	-12	4
CC(C)c1ccc(O)c(Cc2cc(C(C)C)cc(Cc3cc(C(C)C)ccc3O)c2O)c1	-3	-10	-14	-3	1	5
COC(=O)Nc1nc2c(OC)c(OC)c(OC)cc2[nH]1	-7	-4	-5	-17	-19	-18
CCCCN(CCCC)c1c([N+](=O)[O-])c(=O)nc2ccccn12	-3	6	21	38	11	12
O=C(Nc1nc(C23CC4CC(CC(C4)C2)C3)cs1)c1cc2c(ccc3ccccc32)oc1=O	-22	-25	-25	-30	-7	-24
COC(=O)CCCc1ccccc1	-2	-3	-1	0	-18	-7
N/C(CC(=O)NOC(=O)c1ccccc1)=N/OC(=O)c1ccccc1	99*	99*	99*	99*	99*	99*
COc1ccc(/C(C)=N\NC(=S)NCC(C)C)cc1	-5	3	-19	9	17	-16
O=C1C[CH]([Ge](=[O])[O][Ge](=[O])[CH]2CC(=O)NC(=O)N2)NC(=O)N1 (stereo not drawn)	18	25	44	22	-5	17
Cc1cnc2ccccc2c1/C=C/c1ccc(N(C)C)cc1	0	2	-6	14	14	-121
CCCC(=O)Oc1c(Cl)cc(Cl)cc1Cl	9	14	2	-7	6	5
Cc1nc(N)[nH]c(=O)c1CCCN=Cc1ccccc1	56	3	8	51	92*	18
O=C1Oc2cc3c(c4cccc1c24)OCN(c1ccccc1)C3	50	78*	63	58	49	35
COc1c(N(C)C)cc2c(c1C)OC(C)(C)C=C2	-7	6	-9	-7	-23	-2
COC(=O)c1ccc2c(c1)CC1(C2)Cc2ccccc2C1=O (stereo not drawn)	77*	84*	68	80*	87*	58
Nc1nc(SCCc2ccccc2)nc2nc3c(c(-c4ccccc4)c12)CCCC3	-11	-3	-23	5	0	2
CCC(C)C(NC(=O)CNC(=O)CNC(=O)OCc1ccccc1)C(=O)O (stereo not drawn)	10	-2	20	20	-6	-6
O=C(O)c1ccc(C(=O)O)c(Cl)c1	12	4	8	7	13	-3
CCOC1CCC(OCC)O1 (stereo not drawn)	-8	8	4	15	6	23
CN(C)C(=S)c1nc(C(=S)N(C)C)nc(N(C)C)n1	-8	-3	-30	-13	-1	-47
Cc1nc(C)c(C(=O)NNC(=O)C[N+](C)(C)C)cc1C(=O)NNC(=O)C[N+](C)(C)C	-8	6	-23	-25	-15	7
O=c1[nH]nc(Cc2ccc(Cl)cc2)n1O	5	0	3	2	-14	-27
CSc1ncnc2nn(C3OC(CO)C(O)C3O)cc12 (stereo not drawn)	6	6	8	-5	-10	8
Cn1c(=O)cc(NC2OC(CO)C(O)C(O)C2O)[nH]c1=O (stereo not drawn)	-3	25	2	12	1	-5
CC(O)C(=O)N(CCO)c1ccccc1 (stereo not drawn)	1	-6	13	-21	2	3
COc1cc(CNC(=O)NCCCl)cc(OC)c1OC	1	-3	-6	3	-1	-3
O=C(O)c1ccccc1C(=O)c1ccc(F)c2ccccc12	27	19	11	11	4	21
CC1(C)N=C(N)N=C(N)N1c1cccc(Cl)c1	-8	6	-8	-9	1	-46

Next part, starting with the last 4 of the part before.
mol	mec2-1	sgs1 mgt1	rad50	mlh1 rad18	bub3	yeast cln2 rad14
CC(O)C(=O)N(CCO)c1ccccc1 (stereo not drawn)	1	-6	13	-21	2	3
COc1cc(CNC(=O)NCCCl)cc(OC)c1OC	1	-3	-6	3	-1	-3
O=C(O)c1ccccc1C(=O)c1ccc(F)c2ccccc12	27	19	11	11	4	21
CC1(C)N=C(N)N=C(N)N1c1cccc(Cl)c1	-8	6	-8	-9	1	-46
CCN(CC)CCn1c(=O)c2c(ncn2C)n(C)c1=O	-23	13	-6	-16	12	-36
COC(=O)/C=C/c1c2ccccc2cc2ccccc12	25	64	15	75*	37	40
CC(Oc1ccccc1-c1ccccc1)C(=O)O (stereo not drawn)	-22	-6	7	15	-2	5
O=C1c2cc(Cl)ccc2-c2c(Cl)cccc21	-5	-11	23	-15	4	2
CC(=O)OC1CCC(C2CCCCC2)CC1 (stereo not drawn)	4	21	24	30	25	-18
Cc1cccc(-c2nnc3s/c(=C\c4ccc5c(c4)OCO5)c(=O)n23)c1	-12	-1	-20	1	4	12
O=[N+]([O-])c1cccc(/C=C/C=C/c2ccc(Cl)c(Cl)c2)c1	9	30	8	4	28	4
CCCCCCC(C)S(=O)(=O)O (stereo not drawn)	-2	18	-1	14	10	-8
O=[N+]([O-])c1c(C=Nc2ccccc2)oc(-c2c(O)ccc3ccccc23)c1-c1c(O)ccc2ccccc12	99*	99*	99*	99*	99*	98*
CCC(C)CC(C)c1ccncc1 (stereo not drawn)	22	3	29	14	23	1

Molecules above with bromine:
mol	mec2-1	sgs1 mgt1	rad50	mlh1 rad18	bub3	yeast cln2 rad14
CC(=O)Nc1cc2ccccc2c(Br)n1	7	-5	-15	-6	-10	-13
COc1ccc(C=Nc2ccc3c(c2)OCO3)cc1Br	17	12	17	19	9	15
O=S1(=O)c2ccccc2C(Br)C1Br (stereo not drawn)	100*	58	99*	99*	100*	99*
Fc1ccccc1Br	-12	5	0	0	0	11
